High-throughput results: PubChem BioAssay, National Center for Advancing Translational Sciences (NCATS)
BAZ2B block – blocks human BAZ2B | Q9UIF8 | AlphaScreen BAZ2B-H3K14Ac peptide displacement | Potency, µM (titrated, usually from 114 µM), without a hit: at the highest dose activity change, negative = inhibition, most hits filed as inhibitors | hit rate 4.4% among 360,000 | AID 504333; note: potency is the fitted concentration of half-maximal effect; % is set by controls: 0 for no effect and ±100 for the full control effect; nearly all actives have a fitted effect of over 60% in size
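AlphaScreen displacement of biotin-H3(5-23)K14Ac peptide (50 nM final) from BAZ2B (50 nM final) in PBS pH 7.4, 0.01% Tween-20; complex preformed 30 min RT, then compounds (top 110 uM) 30 min RT, beads 20 min dark.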
G9a block – G9a (human) methyltransferase inhibition; Potency, µM (titrated, usually from 102 µM), inactives show at the top dose activity, negative = inhibition, usual class: inhibitors; AID 504332; G9a H3K9 monomethylation, AlphaScreen, 2 h; hit rate 8.8% among 350,000; Q96KQ7; note: potency is the fitted concentration of half-maximal effect; % is set by controls: 0 for no effect and ±100 for the full control effect; nearly all actives have a fitted effect of over 75% in size
Target sequence (Q96KQ7 913-1193 limits assumed): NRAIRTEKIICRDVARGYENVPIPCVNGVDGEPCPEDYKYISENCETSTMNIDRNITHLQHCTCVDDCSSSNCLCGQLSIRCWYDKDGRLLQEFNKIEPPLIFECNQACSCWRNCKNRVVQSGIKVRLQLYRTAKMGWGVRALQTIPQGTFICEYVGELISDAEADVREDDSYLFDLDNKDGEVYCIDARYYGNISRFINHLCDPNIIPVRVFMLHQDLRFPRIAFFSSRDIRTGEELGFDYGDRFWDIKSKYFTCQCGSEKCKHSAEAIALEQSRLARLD
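Chemiluminescent proximity detection of H3K9 monomethylation, read after 10 min bead incubation in the dark. Reaction: 20 nM G9a, 500 nM biotin-H3K9 peptide, 20 uM SAM cofactor, 2 h, room temperature, following 15 min enzyme-compound preincubation.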
Pin1 inh – inhibitors of human Pin1; Q13526; Pin1 FP peptide displacement, HiFluor488, 10 min; Potency, µM (top dose mostly 115 µM), for inactives: top-dose activity, negative = inhibition, most hits filed as inhibitors; hit rate 0.009% among 390,000; AID 504891; active = well fitted inhibition curve with a large enough effect in the polarisation, with a control signal flat, not every such curve was filed as active; inconclusive = small, poorly fitted or top-dose-only effect, or effect the other way, or a change in a side signal; inactive = no such curve, though single readings can be large or run the other way; the % refers to the polarisation; note: potency is the fitted concentration of half-maximal effect; % is set by controls: 0 for no effect and ±100 for the full control effect
HP1b chromo inh – inhibitors of HP1-beta chromodomain binding to methylated histone tails | P83916 | AlphaScreen HP1-beta / biotin-H3K9me3 peptide binding | Potency, µM (series often up to 114 µM), without a hit: at the highest dose activity change, negative = inhibition, hits mostly inhibitors | hit rate 0.56% among 390,000; note: potency is the fitted concentration of half-maximal effect; nearly all actives have a fitted effect of over 70% in size; inactives centre near 23
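HP1-beta protein (50 nM final) preincubated 30 min at room temperature with biotinylated H3(1-18)K9me3 peptide (50 nM) in PBS pH 7.4, 0.01% Tween-20, then compound added for 30 min. AlphaScreen streptavidin donor/nickel chelate acceptor beads (10 ug/mL final), 30 min dark, luminescence read.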
ERG-DNA inh – ERG Ets/DNA interaction inhibition; P11308; AID 624246; fluorescence polarization, His-ERG Ets domain / labelled DNA; Potency, µM (top dose mostly 76.9 µM), without a hit: top-dose FP activity, negative = inhibition, actives largely listed as inhibitors; hit rate 0.028% among 370,000; active = well fitted inhibition curve with a large enough effect in the polarisation, with a control signal flat; inconclusive = small, poorly fitted or top-dose-only effect, or effect the other way, or a change in a side signal; inactive = no such curve, though single readings can be large or run the other way; the % refers to the polarisation;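 note: polarization taken with two DNA probes labelled with fluorescein and Texas red; potency is the fitted concentration of half-maximal effect; % of control where 0% means no effect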
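His-tagged ERG Ets domain (1 uM in the protein solution; 300mM KCl, 50mM Tris-HCl, 1mM EDTA, 1mM DTT, pH 7.5) received compound, then a probe mix of 5 nM fluorescein-DNA and 100nM Texas-615-DNA. Fluorescence polarization was read for both dyes.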
GLS inhibitor – blocks human kidney-isoform glutaminase activity; O94925; GLS enzymatic activity, qHTS titration; Potency, µM (highest dose often 45.5 µM), for inactives: at the highest dose activity change, negative = inhibition, usual class: inhibitors; hit rate 0.21% among 410,000; note: potency is the fitted concentration of half-maximal effect; % is set by controls: 0 for no effect and ±100 for the full control effect
Target sequence (O94925 whole entry, looked up, canonical isoform): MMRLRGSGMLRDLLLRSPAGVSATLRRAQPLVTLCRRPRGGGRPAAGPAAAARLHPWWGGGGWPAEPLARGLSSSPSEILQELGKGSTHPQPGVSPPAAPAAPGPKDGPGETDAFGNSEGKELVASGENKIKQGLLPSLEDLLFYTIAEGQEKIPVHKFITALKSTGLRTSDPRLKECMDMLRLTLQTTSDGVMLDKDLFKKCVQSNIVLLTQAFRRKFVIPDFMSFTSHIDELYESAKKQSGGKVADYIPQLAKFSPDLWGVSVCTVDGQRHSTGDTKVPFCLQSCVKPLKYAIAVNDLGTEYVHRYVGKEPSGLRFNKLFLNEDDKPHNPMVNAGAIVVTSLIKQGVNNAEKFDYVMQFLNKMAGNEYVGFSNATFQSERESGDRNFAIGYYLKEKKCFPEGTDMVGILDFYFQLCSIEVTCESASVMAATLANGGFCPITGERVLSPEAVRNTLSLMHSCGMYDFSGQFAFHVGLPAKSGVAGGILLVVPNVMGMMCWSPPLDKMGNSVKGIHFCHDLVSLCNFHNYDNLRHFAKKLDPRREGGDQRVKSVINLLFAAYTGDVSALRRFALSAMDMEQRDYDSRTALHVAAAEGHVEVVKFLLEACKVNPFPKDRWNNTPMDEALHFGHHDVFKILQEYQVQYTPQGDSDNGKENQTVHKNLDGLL
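hKGA; 45 mM KH2PO4 pH 8.2 + 0.02% Tween-20; cpd via pin tool; 1 mM Gln soln; GluOx/HRP/Amplex Red; RT 30 min; fluor. t0 & final.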
JMJD2A Tudor inh – inhibitors of human JMJD2A Tudor domain. O75164. AlphaScreen JMJD2A-Tudor / H3K4me3 peptide binding. Potency, µM (titrated, usually from 114 µM), without a hit: at the top dose activity change, negative = inhibition, actives largely listed as inhibitors. hit rate 4.4% among 390,000; note: potency is the fitted concentration of half-maximal effect; % is set by controls: 0 for no effect and ±100 for the full control effect; nearly all actives have a fitted effect of over 50% in size
PGK inhibitor – blocks T. brucei phosphoglycerate kinase; hit rate 0.043% among 380,000; P07378; Potency, µM (highest dose often 57.5 µM), for inactives: at the highest dose activity change, negative = inhibition, actives largely listed as inhibitors; AID 602233; PGK/GAPDH coupled, Kinase-Glo luminescence, 60 min; note: potency is the fitted concentration of half-maximal effect; % is set by controls: 0 for no effect and ±100 for the full control effect; nearly all actives have a fitted effect of over 60% in size
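Recombinant glycosomal PGK reaction used 1,3-bisphosphoglycerate generated in-well by GAPDH (100nM final) in 100mM TEA pH 7.6, 5mM MgCl2, 0.01% Tween-20. After 60 minutes at room temperature, ATP was read by Kinase-Glo Plus luminescence end-point.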
PI4K2A block – PI4K2A (human) kinase inhibition. AID 1346378. purified PI4K2A, ADP-Glo luminescence, 1 h; active compounds read low. Q9BTU6. hit rate 0.13% among 420,000. activity change, negative = inhibition, % at 76.9 µM; in the data active = activity change below about -50%; inconclusive = mostly about -30% to -49%;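 note: -100% = wells without enzyme as full effect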
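ADP-Glo luminescence measured ADP generated by PI4K2A enzyme (4 ug/mL before mixing) with 1.2 mM PI substrate (pre-mix) and 300 microM ATP (pre-mix). Tris pH7.5 buffer with MgCl2, Triton X-100; 1 h reaction at ambient temperature.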
The depositor's hits bear a star; i = inactive; ? = inconclusive; . = not tested or not shown; & = joins results of further samples; [ ] = another dose, or the depositor's remark. Unless noted, calls come from the whole dose curve; as a rule, active = well fitted curve in the direction sought with a large enough effect; inconclusive = small, poorly fitted or top-dose-only effect, or another doubt; inactive = no such curve, though single readings can be large; an effect the other way counts as inactive or inconclusive.

G9a block	HP1b chromo inh	BAZ2B block	ERG-DNA inh	PGK inhibitor	Pin1 inh	PI4K2A block	JMJD2A Tudor inh	GLS inhibitor	Compound
0.89µM*	-4%	-26%	-1%	5%	-5%	4	40µM*	-4%	S=c1[nH]nc(-c2ccc(Cl)cc2)n1/N=C/c1ccco1
18%[2.33 µM]	24%	-4%	.	-5%	4%	0	-6%	5%	O=S(=O)(c1ccc(Oc2ccc(F)c(Cl)c2)nc1)N1CCOCC1
3.5µM*	20%	?	.	-2%	-1%	21	-14%	57%[activator]	O=C(C#Cc1ccccc1)c1cccc([N+](=O)[O-])c1
-2%[59 µM]	22%	3%	-3%	1%	-3%	-20	-17%	2%	COc1ccc(C2(NC(C)=O)CCN(C(=O)c3cccs3)CC2)cc1
11µM*	?	13µM*	5%	10%	?	-7	45µM*	-23%	COc1cc(-c2nc3sccn3c2Nc2cccc(C)c2)ccc1O
.	11%[57 µM]	-5%	-18%	i	-3%	2	1%	-4%	Cc1ccccc1NC(=O)C1CCCN(c2ncnc3onc(-c4ccc(F)cc4)c23)C1 (stereo unspecified)
4%[59 µM]	17%	10%	-1%	-5%	3%	-5	-11%	2%	CCOC(=O)C(=O)Nc1ccc(F)cc1
12%	23%	3%	4%	-7%	-7%	-2	-13%	11%	Cc1ccc(C(=O)N/N=C/c2ccc(-c3cccc(C(F)(F)F)c3)o2)cn1
9%	6%	-3%	3%	-2%	-6%	-1	-14%	5%	O=S(=O)(CCN1CCN(c2ccccn2)CC1)c1ccc(Cl)cc1Cl
27%[59 µM]	19%	-7%	16%	-3%	-2%	4	-9%	-2%	O=C(NCc1cccnc1)C1CCC(c2ccc(Cl)cc2)CC1 (stereo unspecified)
.	28%	?	-3%	-5%	1%	0	-8%	11%	O=C(O)CSCC(=O)NCc1ccccc1Cl
-8%[59 µM]	31%	-3%	.	-10%	-13%	-8	-9%	14%	COc1ccc(N2C(=O)c3ccccc3NC23CCCCC3)cc1
-4%	19%	-5%	-4%	-2%	1%	3	-27%	-7%	Cc1cc(NC2CCCCC2)nc(NCc2ccccc2)n1
11%[59 µM]	67%[activator]	1%	0%	-5%	2%	4	3%	4%	CCC(C)Oc1cccc(C(=O)Nc2ccccc2N2CCOCC2)c1 (stereo unspecified)
11%[59 µM]	30%	.	0%	11%	7%	0	0%	6%	COc1ccc(NC(=O)CN(c2ccc(C)cc2)S(=O)(=O)c2cccs2)cc1OC
-1%	4%	?	4%	-4%	-3%	4	-26%	-7%	CCc1ccc(C(=O)CN(C#N)c2nc(C)cc(C)n2)cc1
10%	18%	-3%	9%	-3%	3%	3	-9%	2%	COc1ccccc1C(CNc1nc(C(F)(F)F)nc2ccccc12)N(C)C (stereo unspecified)
-21%[59 µM]	32%	9%	-2%	-10%	0%	-2	-7%	-3%	CC(C)CCNC(=O)C1CC(c2ccc(C(F)(F)F)cc2)=NO1 (stereo unspecified)
5%[59 µM]	20%	5%	-4%	4%	3%	-5	-1%	9%	O=C(CCC1CCCC1)NCc1cccs1
-40%	7%	-6%	-1%	-9%	-3%	-3	-19%	1%	O=C(NCCc1ccc(F)cc1)c1cc([N+](=O)[O-])ccc1N1CCOCC1
-3%[59 µM]	11%	2%	-3%	5%	0%	-6	-15%	12%	CC1(C)CC(NC(=O)C(F)(F)F)CC(C)(C)N1OC(=O)c1ccco1
15%[59 µM]	42%[activator]	-3%	.	.	4%	1	-23%	5%	CCOc1ccccc1N1CCN(S(=O)(=O)c2cccs2)CC1
-1%[12.7 µM]	14%	-9%	2%	1%	8%	5	?	2%	OCCC1CN(Cc2nc3ccccc3s2)CCN1C1CCCC1 (stereo unspecified)
-39%	19%	-7%	9%	i	0%	2	-1%	-12%	CCN(CC(=O)Nc1ccc(OC)cc1)C(=O)c1cc([N+](=O)[O-])ccc1N1CCOCC1

As entered above.
ERG-DNA inh result of OCCC1CN(Cc2nc3ccccc3s2)CCN1C1CCCC1 (stereo unspecified) → 2%
BAZ2B block result of CCOc1ccccc1N1CCN(S(=O)(=O)c2cccs2)CC1 → -3%

Other structures follow.
G9a block	HP1b chromo inh	BAZ2B block	ERG-DNA inh	PGK inhibitor	Pin1 inh	PI4K2A block	JMJD2A Tudor inh	GLS inhibitor	Compound
-28%	34%	-15%	-8%	-8%	-8%	-2	-9%	-3%	CC1CC(C)(C)NC(=S)N1CCCC(=O)NCCc1ccc(Cl)cc1 (stereo unspecified)
?	5%	89µM*	6%	-8%	-9%	-1	-29%	12%	CN(C)CCN(C(=O)CN1C(=O)c2ccccc2C1=O)c1nc2cc3c(cc2s1)OCO3
?	29%	-32%	17%	-9%	4%	2	-26%	-5%	CN(C)c1ccc(/C=N/NC(=O)CNC(=O)c2ccc3c(c2)OCCO3)cc1
.	-31%	.	5%	-2%	1%	-10	-10%	-1%	CC(NC(=O)c1ccncc1)c1ccc(Br)cc1 (stereo unspecified)
9%	12%	.	-3%	-2%	9%	8	2%	3%	CCOc1cc(C(=O)NCc2ccc(C)cc2)ccc1OCC(=O)N1CCOCC1
-6%[59 µM]	5%	-12%	?	-6%	?	1	-21%	6%	CCc1nnc2c(N3CCN(c4cccc(C(F)(F)F)c4)CC3)nc3ccccc3n12
-7%[2.33 µM]	63%	17%	-8%	-2%	-3%	1	17%	-6%	O=C(OCCN1C(=O)c2ccccc2C1=O)c1cccc(OC(F)F)c1
50%	65%[activator]	-8%[57.1 µM]	5%	-10%	-1%	5	-29%	-6%	Cc1ccsc1/C=N/NC(=O)c1nnn(-c2nonc2N)c1CSc1ccccc1
.	74%[activator]	.	-14%	-6%	?	-6	9%	-7%	O=C1c2ccccc2S(=O)(=O)c2cc(N3CCOCC3)ccc21
15%	51%[activator]	6%	-1%	-2%	-13%	-6	-8%	0%	CN(CC(=O)NC1CCCCC1)S(=O)(=O)c1cccc2cccnc12
?	26%	-14%	7%	-1%	5%	6	-4%	-2%	Cc1cc(C)c2c(-n3cccc3)c(C(=O)O)sc2n1
-8%	26%&12%	-17%	9%&-3%	-5%	-8%&12%	-4&-3	?	1%&-4%	CCOc1ccccc1NC(=O)CCc1c(C)nn(-c2ccc(N3CCCCC3)nn2)c1C
26%	27%	1%	.	-5%	-6%	0	-14%	47%[activator]	CCc1ccc(NS(=O)(=O)c2cc(OC)ccc2OC)cc1
-4%[59 µM]	22%	0%	3%	-8%	-11%	-3	-6%	1%	CCOc1ccccc1CNC(=O)CCCn1c(=O)c2cccn2c2ccc(F)cc21
-24%	38%	3%	10%	-11%	?	-1	-11%	0%	COc1ccc(/C=C/c2nc3ccccc3c(=O)n2-c2cccc(C(=O)O)c2)cc1
-4%[59 µM]	27%	6%	-11%	i	1%	3	-9%	-6%	O=C(CSc1nnc(-c2ccc3c(c2)OCO3)n1-c1ccccc1)c1ccc(Cl)cc1
?	32%	-37%	0%	3%	0%	1	-9%	53%[activator]	CC(C)OC(=O)C(=O)NNc1ccccc1
?	5%	-11%	1%	0%	1%	-6	-19%	0%	Cc1cc(C(=O)OCC(=O)c2cccc([N+](=O)[O-])c2)c2cccc(C)c2n1
121%[activator]	22%	7%	2%	3%	-11%	-3	-11%	-2%	CC(C)CNC(=O)C(=O)NCC1OCCCN1S(=O)(=O)c1cccs1 (stereo unspecified)
4%[59 µM]	30%	-23%	-2%	7%	7%	1	-12%	8%	O=c1c(-c2cc(-c3ccccc3)nc3c2COc2ccccc2-3)coc2ccc(Cl)cc12
5%	18%	-36%	-9%	-2%	-4%	1	-15%	4%	CCCC12CN3CCN(CC(C3)/C1=N\NC(=O)c1ccccc1Cl)C2
?	29%	0%	-6%	0%	7%	2	-10%	1%	O=C(Nc1ccc(F)cc1)Nc1csc2ccccc12
10%	4%	?	-3%	0%	?	-4	-19%	2%	Cc1ccc(NC(=O)c2cccc(Oc3ccc([N+](=O)[O-])cc3)c2)c(C(=O)O)c1
.	-30%	.	19%	-1%	2%	1	?	0%	CSc1ccc(C2=C/C(=C3/SC(=S)NC3=O)c3ccccc3O2)cc1
25%[59 µM]	56%[activator]	14%	-2%	9%	-3%	-2	-2%	9%	Cc1ccc(OCc2nc3ccccc3n2CCOc2ccc(Cl)cc2)cc1
?	48%[activator]	3%	-1%	.	-2%	-4	-9%	-3%	O=CN1CCN(C(=O)COc2ccc(Cl)cc2Br)CC1
.	19%	-8%	-4%	-1%	-2%	-11	-20%	8%	CC(=O)N(C)c1ccc(NC(=O)Nc2cccc3ccccc23)cc1
-1%[2.33 µM]	26%	?	-1%	9%	-4%	-12	-12%	1%	CCCNC(=O)C1CC2Cn3c(nc4ccccc43)C2N1C (stereo unspecified)
-4%[59 µM]	-6%	?	2%	-2%	0%	-1	-32%	5%	CC1(C)CC(=O)CC(=O)/C1=N\Nc1c(Cl)cc(Cl)cc1Cl
13%	-3%	5%	2%	3%	-3%	-5	-11%[57.1 µM]	5%	O=C(NC1CCS(=O)(=O)C1)c1sc2ccccc2c1Cl (stereo unspecified)
